Compound activity: PubChem, National Center for Advancing Translational Sciences (NCATS)
Pf growth 96h – P. falciparum growth inhibition at 96 hour, primary screen for plastid delayed-death inhibitors; Potency, µM (highest dose often 28.7 µM), inactives show at the top dose activity change, negative = inhibition, hits mostly inhibitors; P. falciparum luciferase reporter growth, 96 h; 320,000 tested, 6.9% active; AID 504834; also: potency is read from the fitted curve at half-maximal effect; % is scaled to controls: 0 for no effect and ±100 for the full control effect
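Two-generation exposure (96 h) targets delayed-death phenotype. Reporter parasites carrying integrated firefly luciferase, in red cells at 2% hematocrit and 0.05% parasitemia final, kept at 37 C, 5% CO2; luminescence loss indicates inhibition.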
Giardia FBPA inh – inhibitors of Giardia lamblia fructose-1,6-bisphosphate aldolase. A8B2U2. purified Giardia FBPA. Potency, µM (titrated, usually from 59.6 µM), for the others: top-dose activity, negative = inhibition, actives largely listed as inhibitors. 290,000 tested, 0.71% active. AID 2451; also: potency is read from the fitted curve at half-maximal effect; % is scaled to controls: 0 for no effect and ±100 for the full control effect; nearly all actives have a fitted effect of over 55% in size
Target sequence (A8B2U2 whole entry, looked up): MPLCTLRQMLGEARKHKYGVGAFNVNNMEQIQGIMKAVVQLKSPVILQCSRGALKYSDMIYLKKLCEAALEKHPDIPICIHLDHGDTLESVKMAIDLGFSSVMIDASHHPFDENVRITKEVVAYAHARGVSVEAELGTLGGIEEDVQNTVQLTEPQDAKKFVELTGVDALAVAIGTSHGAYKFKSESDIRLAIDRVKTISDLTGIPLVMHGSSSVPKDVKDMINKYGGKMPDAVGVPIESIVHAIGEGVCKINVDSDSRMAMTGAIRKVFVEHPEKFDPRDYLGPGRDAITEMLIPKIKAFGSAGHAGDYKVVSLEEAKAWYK
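40 nM FBPA preincubated 10 min at RT with compound (up to 57.5 uM final), then substrate plus GAPDH/TPI/NAD/arsenate coupling and diaphorase/resazurin added. Fluorescence read after 20 min at RT, 525/598 nm.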
HCV inhibitor – blocks hepatitis C virus; Huh7.5.1 HCVcc-Cre infection, luciferase reporter, 44 h; Potency, µM (doses to about 41.8 µM), without a hit: at the top dose activity change, negative = inhibition, actives largely listed as inhibitors; 340,000 tested, 3.4% active; AID 651820; also: potency is read from the fitted curve at half-maximal effect; % is scaled to controls: 0 for no effect and ±100 for the full control effect
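Seed cells (1,000/well) for 4 h; treat with compound and infect with HCVcc-Cre, moi about 0.5. Incubate 44 h, then detect luciferase activity.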
Shiga inhibitor – blocks Shiga toxin action in Vero cells; Vero cells, Shiga toxin protein synthesis inhibition reporter; inhibition, % at 38.7 µM; 290,000 tested, 9.2% active; in the data active = inhibition mostly above about 28%, no sharp cut-off; inactive = mostly below about 43%; also: 0% is about no effect
Pf growth 48h – P. falciparum growth inhibition at 48 hours (one generation); P. falciparum luciferase growth in erythrocytes, 48 h; AID 504832; Potency, µM (highest dose often 28.7 µM), for the others: at the top dose activity change, negative = inhibition, actives largely listed as inhibitors; 310,000 tested, 5.9% active; also: potency is read from the fitted curve at half-maximal effect; % is scaled to controls: 0 for no effect and ±100 for the full control effect
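Here the parasites carry a stable luciferase gene and grow inside erythrocytes in Albumax-based RPMI medium with compound for one erythrocytic cycle. Activity is scored as loss of luminescent signal.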
Cycloheximide cs – affects cycloheximide protein synthesis inhibition readout, counter-screen; cell reporter, cycloheximide protein synthesis inhibition counterscreen; max response, %; 300,000 tested, 12% active; AID 2314; in the data active = max response mostly above about 13%, no sharp cut-off; inactive = mostly below about 14%; also: read at 38.3 µM for the half of the compounds with a filed dose; 0% is about no effect
* = called active by the depositor; ? = inconclusive; · = not tested or not shown; & = joins results of further samples; [ ] = another dose, or the depositor's remark. Unless noted, calls follow the shape of the dose curve; as a rule, active = well fitted curve in the direction sought with a large enough effect; inconclusive = small, poorly fitted or top-dose-only effect, or another doubt; inactive = no such curve, though single readings can be large; an effect the other way counts as inactive or inconclusive. The order is random (roughly 24% active in at least one column).

compound | Giardia FBPA inh | Shiga inhibitor | Pf growth 96h | Cycloheximide cs | HCV inhibitor | Pf growth 48h
N#CCCn1cc(C(=O)O)c(-c2cccs2)n1 | 3% | -9 | 23% | -3 | 16% | -2%
COC(=O)[C@@]12CCCN1[C@H](c1ccc(-c3ccc4c(c3)OCO4)c(OC)c1)[C@H]1C(=O)N(C)C(=O)[C@H]12 | · | · | ? | · | ? | ?
CC(SCc1ccccc1)C(=O)Nc1ccc(F)cc1 (stereo unspecified) | 1% | 36 | ? | 20 | -3% | ?
O=c1c(-c2ccccc2)cnc2n1CCS2 | -1% | -31 | 9% | -5 | 6% | 6%
CCCCNC(=O)/C(C#N)=C/c1ccc(C(=O)OC)cc1 | -1% | -7 | -20% | -2 | 2% | 4%
COC(=O)[C@H]1C[C@@H]1[C@H](NC(=O)c1cc(C)on1)c1ccccc1 | -2%&4% | -6 | ? | 7 | 0% | 6%
CC(C(=O)N1CCOCC1)(c1ccccc1)c1ccccc1 | -12% | 12 | -9% | -1 | ? | ?
CC(C)CCNC(=O)c1ccc(-c2ccccc2)cc1 | 0% | 84* | 93%[activator] | 36* | · | 40%[activator]
C=CCn1c(C)nc2c(cnn2-c2ccccc2)c1=O | 11% | 19 | -23% | 14* | -2% | 0%
C=CCNC(=O)CN1CCC(O)(c2ccc(F)cc2)CC1 | 0% | -2 | ? | 11 | 26% | -17%
COCCN(C(=O)COC(=O)CSc1ccccc1)c1c(N)n(Cc2ccccc2)c(=O)[nH]c1=O | · | · | 32%[activator] | · | ? | -11%
CN(C)NC(=S)Nc1ccc2nc(-c3ccccn3)c(-c3ccccn3)nc2c1 | ? | 3 | 5% | 10 | ? | 14%
O=C(CSc1nc(-c2ccccc2)nn1C(=O)c1ccccc1)Nc1cccc([N+](=O)[O-])c1 | -9% | 1 | 22% | 18 | 25µM* | 5%
COc1ccc(Nc2ccc(Cl)nn2)cc1 | 9% | 54 | 1% | 15* | 26% | ·
CC1=C(C(=O)Nc2ccc(C(=O)NCCC(C)C)cc2)SCCO1 | -5% | -5 | ? | -2 | -19% | -12%
Clc1cc(NCc2cccs2)ccc1N1CCOCC1 | ? | 57* | 3% | 46* | 22% | 31%[activator]

Reprinted from the part before: 2 entries, then new ones.
compound | Giardia FBPA inh | Shiga inhibitor | Pf growth 96h | Cycloheximide cs | HCV inhibitor | Pf growth 48h
CC1=C(C(=O)Nc2ccc(C(=O)NCCC(C)C)cc2)SCCO1 | -5% | -5 | ? | -2 | -19% | -12%
Clc1cc(NCc2cccs2)ccc1N1CCOCC1 | ? | 57* | 3% | 46* | 22% | 31%[activator]
COc1ccccc1NC(=O)CCc1nnc2ccc(N3CCCCC3)nn12 | · | -7 | 4.1µM* | -1 | 1% | -27%
COc1ccc(N(CC(=O)Nc2ccc(S(=O)(=O)N3CCCCC3)cc2)S(C)(=O)=O)cc1OC | -1% | -19 | ? | -3 | -8% | ?
CC1(C)COC(Nc2cccc(Cl)c2)=N1 | 3% | 30 | · | 14 | -13% | 9%
CCN1CCN(c2nc(-c3ccccc3)nc3ccccc23)CC1 | -1% | -15 | ? | -3 | ? | ?
Cc1ccc(Cl)cc1NC(=O)COC(=O)C1CCCCC1 | 0% | -4 | 12% | -3 | ? | ·
COc1ccccc1CCNC(=O)CCSc1nc(-c2ccco2)cc(C(F)(F)F)n1 | 1% | -5 | -1% | 1 | ? | 8.3µM*
CC(=O)N/N=C/c1cc(C)n(-c2ccc(Br)cc2)c1C | -9% | 1 | 7% | -2 | 1% | ?
COc1ccc2sc(-c3ccccc3OC)c(-c3ccc(OC)c(F)c3)c2c1 | · | · | ? | · | ? | ?

By substructure: those above containing a cyano group (2)
compound | Giardia FBPA inh | Shiga inhibitor | Pf growth 96h | Cycloheximide cs | HCV inhibitor | Pf growth 48h
N#CCCn1cc(C(=O)O)c(-c2cccs2)n1 | 3% | -9 | 23% | -3 | 16% | -2%
CCCCNC(=O)/C(C#N)=C/c1ccc(C(=O)OC)cc1 | -1% | -7 | -20% | -2 | 2% | 4%

More records:
compound | Giardia FBPA inh | Shiga inhibitor | Pf growth 96h | Cycloheximide cs | HCV inhibitor | Pf growth 48h
CCC(C)c1ccccc1NC(=O)c1cc2cccc([N+](=O)[O-])c2[nH]1 (stereo unspecified) | -10% | 32 | 2.9µM* | 39* | ? | ?
O=C1Oc2ccccc2C(=O)/C1=C/N1CCN(c2ccccc2F)CC1 | 4% | -10 | 1% | 7 | -1% | 158%[activator]
c1nnc2c3c4c(sc3ncn12)CCC4 | 1% | -16 | -4% | -5 | -24% | 15%
CCOC(=O)C1CCN(Cc2ccc(-c3ccccc3)cc2)CC1 | ? | -5 | -22% | -2 | -2% | ?
CC(C)(C)NC(=O)NC(=O)CN1CCc2ccccc21 | ? | 4 | 8% | 8 | 2% | -6%
NC(=O)c1ccc(NC(=O)COC(=O)c2cccc(Oc3ccccc3)c2)cc1 | 3% | 13 | 20% | -2 | 13% | 6%
CN(C)c1nc(NC(C)(C)C)nc(NC(C)(C)C)n1 | 6% | 11 | 33%[activator] | -5 | ? | 15µM*
CC1=C(Nc2ccc(C(=O)O)cc2)C(=O)c2ccccc2C1=O | ? | 16 | 26% | 13 | ? | 52%[activator]

Copied from the list.
In Pf growth 48h, c1nnc2c3c4c(sc3ncn12)CCC4 has the entry 15%
In HCV inhibitor, O=C1Oc2ccccc2C(=O)/C1=C/N1CCN(c2ccccc2F)CC1 has the entry -1%
In Cycloheximide cs, CCOC(=O)C1CCN(Cc2ccc(-c3ccccc3)cc2)CC1 has the entry -2
In Cycloheximide cs, NC(=O)c1ccc(NC(=O)COC(=O)c2cccc(Oc3ccccc3)c2)cc1 has the entry -2

(list continues)
compound | Giardia FBPA inh | Shiga inhibitor | Pf growth 96h | Cycloheximide cs | HCV inhibitor | Pf growth 48h
CN(C(=O)c1ccc(NC(=O)Cc2ccc(NC(=O)C3CCN(C(=O)C4CCCC4)CC3)cc2)cc1)C1CC1 | · | · | 2.1µM* | · | -2% | ?
Clc1ccc(Cn2ncc3c(N4CCCC4)ncnc32)cc1 | -6% | -21 | · | 6 | 4% | ?
Cn1c(CN2CCN(c3ccc(Cl)cc3)CC2)nc2ccccc21 | 12% | -21 | ? | 5 | -17% | -12%
COc1cc(/C=N\NC(=O)c2ccc(C)nc2)ccc1OC(=O)c1ccco1 | 4% | 31 | 22% | 5 | -7% | 40%[activator]
O=Cc1cn(CCOc2ccccc2)c2ccccc12 | 2% | -7 | -15% | -3 | 12% | -9%
CC(C)C(=O)NC(=S)Nc1c(Cl)ccc2nsnc12 | -24% | -1 | ? | 1 | -12% | ?
Cn1c2ccccc2c2c(C(=O)NCCCN3CCCC3=O)cn(C3CCCCC3)c(=O)c21 | -16% | -10 | 14% | -5 | -4% | ·
O=C(O)CC(CC(=O)N1CCN(C(=O)c2ccco2)CC1)c1ccccc1 (stereo unspecified) | · | 3 | 23% | 10 | 10% | 124%[activator]
CCCn1cc([C@@H]2C[C@H]3CN(Cc4cccc(Cl)c4)C(=O)[C@]34CCCN24)c(C)n1 | 2% | -10 | ? | -2 | -6% | ?
C#CCOCCOCCOCCNc1nc(N2CCN(C(=O)[C@H]([C@@H](C)O)n3cc(CCCCN)nn3)CC2)nc(N2CCN(C(=O)[C@H]([C@@H](C)CC)n3cc(CCCN=C(N)N)nn3)CC2)n1 | -2% | -6 | 4.7µM* | -4 | 38%[activator] | ?
CC[C@H](C)[C@@H]1NC(=O)c2cc([N+](=O)[O-])cc(F)c2NCCCC[C@@H](C(N)=O)NC(=O)[C@H](CCCCN)NC1=O | 4% | -14 | 9% | -5 | -1%[8.37 µM] | 16%
O=C(NCCCn1ccnc1)c1cccc(S(=O)(=O)N2CCCCCC2)c1 | 1% | -9 | -24% | -5 | ? | ·
O=c1c(O)c(-c2ccccc2O)oc2cc(O)cc(O)c12 | 4% | -3 | · | -4 | · | ·
O=c1[nH]nc(N2CCOCC2)c(=O)[nH]1 | 3% | 9 | -3% | 2 | 0% | 6%
CC(=O)c1ccc2c(c1)OCCOCCOCCO2 | 5% | -1 | -23% | -1 | 12% | 6%
NC(=O)C1CCN(C(=O)C2CC(=O)N(Cc3ccccc3)C2)CC1 (stereo unspecified) | · | · | 15% | · | 7% | 15%
Cc1ccc(C(CNC(=O)Nc2ccc(Cl)cc2)N2CCN(C)CC2)cc1 (stereo unspecified) | 4% | -11 | ? | 2 | 13µM* | ?
O=C(c1cnn2ccccc12)N1CCCc2ccccc21 | -11% | -1 | ? | -1 | -22% | ·
CC(=O)Nc1ccc(NC(=O)c2nc(S(=O)(=O)Cc3cccc(C)c3)ncc2Cl)cc1 | · | 99* | ? | 46* | ? | 27%
COc1cc(CNCCCN2CCOCC2)cc(Cl)c1OCC(=O)NC(C)(C)C | ? | 3 | ? | -2 | ? | ?
COc1c2c(cc3oc(C)cc(=O)c13)OC(C(C)(C)OC1OC(CO)C(O)C(O)C1O)C2 (stereo unspecified) | 1% | -10 | -21% | -3 | -3%[8.37 µM] | 14%
O=[N+]([O-])c1ccccc1S(=O)(=O)N1CCN(CC2CC=CCC2)CC1 (stereo unspecified) | ? | 13 | 44%[activator][5.75 µM] | -3 | -3% | -45%[1.15 µM]
COc1cccc(Nc2nnc(SCC(=O)N3CC(=O)Nc4ccccc43)s2)c1 | -7% | -6 | 4.7µM* | -3 | -23% | ?
Cc1cccc(C)c1OCc1nnc(SCC(=O)Nc2nccs2)o1 | 8% | -28 | 1% | 1 | -12% | ·
COc1cccc(Cn2c(OCC3CCCO3)nc3c2c(=O)n(C)c(=O)n3C)c1 (stereo unspecified) | 3% | -2 | ? | -2 | -5%&1% | ?
Cc1cc(C)n(C(=O)c2cc3ccccc3c(=O)o2)n1 | 4% | -9 | -24% | -2 | -1% | 39%[activator]
CCN1CCN(c2cc(C)c3cc(NC(=S)N4CCC5(CC4)OCCO5)ccc3n2)CC1 | -11% | -25 | ? | 4 | ? | ?
CCN1C(=O)/C(=C\c2ccc([N+](=O)[O-])s2)C(=O)NC1=S | 11µM* | 23 | ? | -1 | · | -6%
CCn1c(Cn2nnc(-c3ccccc3)n2)nnc1SCC(=O)Nc1ccccc1 | 0% | -6 | · | 2 | 7% | 0%
O=S1(=O)CCC(N=Cc2ccc(-c3ccc(Cl)cc3)o2)C1 (stereo unspecified) | -20% | 34 | 4% | 16 | 15% | 32%[activator]
O=C(OCc1cc([N+](=O)[O-])cc2c1OCOC2)c1ccc2ccccc2n1 | 0% | 2 | 7% | 6 | ? | 5%
c1ccc(COC2CCCN(Cc3nc(Cc4ccccc4)no3)C2)cc1 (stereo unspecified) | 17% | 9 | 14% | 1 | -1% | ?
CCOC(=O)[C@@H]1[C@H]2COc3cc(OC)ccc3[C@H]2N2C(=O)N(c3ccc(F)cc3)C(=O)[C@@]12C | 8% | -4 | ? | 1 | 12% | ?
COc1cccc(N(Cc2nnc3n2CCCCC3)C(=O)Nc2ccccc2)c1 | 3% | -7 | 11% | 0 | -7% | 10%
O=C(COC(=O)c1cncc(Br)c1)NCc1ccc(Cl)cc1 | 3% | 63 | 8% | 23 | 9% | 0%
O=C(O)c1ccc(/C=N/Nc2ccc(Cl)nn2)cc1 | 25µM* | 4 | 9% | 1 | 19% | 38%[activator]
CCOC(=O)C1CCCN(C(=O)CCc2ccccc2)C1 (stereo unspecified) | 0% | -12 | -3% | -1 | -12% | 8%
O=C(NCC1COCCO1)c1cc(COc2c(F)cccc2F)on1 (stereo unspecified) | · | 30 | -19% | 26* | · | 12%
Cc1ccc2cc(CN(Cc3cccs3)Cc3nnnn3CC3CCCO3)c(=O)[nH]c2c1C (stereo unspecified) | 3% | 14 | · | 7 | -8% | ?
S=C(Nc1ccc(Br)cc1Cl)N1CCCC1 | · | -18 | 2.1µM* | -6 | 24% | -3%
